Bioassay records as filed in PubChem BioAssay.
TGFb SMAD3 inh = inhibitors of TGF-b signaling | HepG2 CAGA-GFP TGF-b/SMAD3 reporter, GFP fluorescence, 18 h; TGF-beta stimulated, 500 pg/mL final | Potency, µM (titrated, usually from 46.1 µM), inactives show top-dose activity, negative = inhibition, actives largely listed as inhibitors | 410,000 compounds, 1.2% hits | AID 588855; note: potency is the fitted concentration of half-maximal effect; % is set by controls: 0 for no effect and ±100 for the full control effect; nearly all actives have a fitted effect of over 65% in size
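HEPG2 CAGA-GFP, 1000 cells/well; 2 h settle, 37 C; cpd via pin tool; TGF-b 500 pg/mL final; 18 h, 37 C; GFP imaging ex488/em500-530; %Activity normalised to -TGF-b and +DMSO controls; CRC fit, curve class.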
A549 viability = counter-screen for Nrf2 inhibitors: cytotoxicity in A549 cells | A549 ARE-Fluc cells, CellTiter-Fluor viability, 18-24 h | 390,000 compounds, 0.16% hits | Potency, µM (titrated, usually from 46 µM), without a hit: at the highest dose activity change, negative = cytotoxicity, hits mostly inhibitors | AID 504648; note: potency is the fitted concentration of half-maximal effect; % is set by controls: 0 for no effect and ±100 for the full control effect
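Cytotoxicity counterscreen: CellTiter-Fluor fluorescence was measured in A549 ARE_Fluc cells after 18-24 h of compound exposure in a concentration series. The subsequent BugLite luminescent read reports ARE-luciferase activity.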
ATXN viability = reduces viability in counter-screen for ATXN expression inhibitors; Potency, µM (series often up to 56.7 µM), most hits filed as cytotoxic; S2 cells (HEK-293 line with an ATXN2-luciferase reporter) viability, CellTiter-Fluor protease fluorescence, 24 h; 400,000 compounds, 0.49% hits; note: potency is the fitted concentration of half-maximal effect; nearly all actives have a fitted effect of over 40% in size
HepG2 viability = kills HepG2 cells in TGF-b inhibitor counter-screen. 410,000 compounds, 0.76% hits. HepG2 CAGA-GFP viability, ATP luminescence, 18 h. Potency, µM (top dose mostly 46.1 µM), for inactives: at the highest dose activity change, negative = cytotoxicity, actives largely listed as cytotoxic; note: potency is the fitted concentration of half-maximal effect; some results filed as inactive show a strong effect at the top dose
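HepG2 CAGA-GFP cells (1000/well, DMEM with 1% FBS) received compound, then TGF-beta at 500 pg/mL final, and were incubated 18 hours at 37 degrees C. Viability was read by CellTiter-Glo luminescence. Media-only wells were set as complete cell-killing and DMSO as no toxicity.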
ATXN2 expr inh = inhibitors of ATXN2 expression. Potency, µM (titrated, usually from 57 µM), without a hit: at the top dose activity change, negative = inhibition, usual class: inhibitors. AID 1745845. HEK-293 ATXN2-luciferase reporter, luminescence, 24 h. 360,000 compounds, 0.72% hits; note: potency is the fitted concentration of half-maximal effect; % is set by controls: 0 for no effect and ±100 for the full control effect; nearly all actives have a fitted effect of over 55% in size
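qHTS (up to 57 uM final) was run with 24 h compound exposure of reporter cells at 37 °C. Each well was multiplexed: SteadyGlo luminescence measured ATXN2-luciferase expression after a fluorogenic Gly-Phe-AFC viability readout (25 uM final).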
Nrf2 activator = activates Nrf2 signaling; AREc32 ARE-luciferase reporter (MCF7-derived line), luminescence, 24 h; Potency, µM (doses to about 46.1 µM), inactives show at the highest dose activation, most hits filed as activators; 410,000 compounds, 0.31% hits; AID 624171; note: potency is the fitted concentration of half-maximal effect; % of control where 0% means no effect; nearly all actives have a fitted effect of over 65% in size
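AREc32 cells carrying an ARE-driven firefly luciferase, 1000 cells/well in OPTI-MEM with 5% FBS, dosed after overnight attachment and incubated 24 hr at 37 deg C. Steady-Glo luminescence read after 30 min at RT.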
IL-2 act = IL-2 activation. IL-2 activation reporter assay, cell-based qHTS; stimulated with anti-CD3/CD4/CD28 beads; in transgenic mouse T cells. activation, % (series mostly up to about 46 µM). 360,000 compounds, 0.065% hits. AID 652025; in the data active = activation above about 50%; inconclusive = mostly about 30% to 49%; note: 0% is about no effect
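Readout: EGFP and DsRed signals by fluorescent plate cytometry. Unstimulated transgenic mouse T cells received compound 60 min before antibody-bead stimulation, then incubated 18 h at 37 degrees C.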
Nrf2 block = Nrf2 pathway inhibition | A549 ARE-Fluc reporter, luciferase luminescence, 18-24 h | Potency, µM (series often up to 46 µM), for the others: at the top dose activity change, negative = inhibition, usual class: inhibitors | 360,000 compounds, 2.1% hits | AID 504444; note: potency is the fitted concentration of half-maximal effect; % is set by controls: 0 for no effect and ±100 for the full control effect; nearly all actives have a fitted effect of over 60% in size
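Nrf2 function is reported as luminescence of an ARE-controlled luciferase in A549 cells. Compounds were tested at several concentrations, and a CellTiter-Fluor read on the same wells flagged cytotoxicity.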
EPAC2 agonist = EPAC2 (human) agonism; Potency, µM (series often up to 154 µM), for inactives: at the top dose activation, hits mostly activators; EPAC2 activation, biochemical qHTS; response scale: 100% = 6.5 mM cAMP response; 360,000 compounds, 0.079% hits; AID 720711; note: potency is the fitted concentration of half-maximal effect; nearly all actives have a fitted effect of over 50% in size
Target sequence (Q8WZA2 whole entry, looked up): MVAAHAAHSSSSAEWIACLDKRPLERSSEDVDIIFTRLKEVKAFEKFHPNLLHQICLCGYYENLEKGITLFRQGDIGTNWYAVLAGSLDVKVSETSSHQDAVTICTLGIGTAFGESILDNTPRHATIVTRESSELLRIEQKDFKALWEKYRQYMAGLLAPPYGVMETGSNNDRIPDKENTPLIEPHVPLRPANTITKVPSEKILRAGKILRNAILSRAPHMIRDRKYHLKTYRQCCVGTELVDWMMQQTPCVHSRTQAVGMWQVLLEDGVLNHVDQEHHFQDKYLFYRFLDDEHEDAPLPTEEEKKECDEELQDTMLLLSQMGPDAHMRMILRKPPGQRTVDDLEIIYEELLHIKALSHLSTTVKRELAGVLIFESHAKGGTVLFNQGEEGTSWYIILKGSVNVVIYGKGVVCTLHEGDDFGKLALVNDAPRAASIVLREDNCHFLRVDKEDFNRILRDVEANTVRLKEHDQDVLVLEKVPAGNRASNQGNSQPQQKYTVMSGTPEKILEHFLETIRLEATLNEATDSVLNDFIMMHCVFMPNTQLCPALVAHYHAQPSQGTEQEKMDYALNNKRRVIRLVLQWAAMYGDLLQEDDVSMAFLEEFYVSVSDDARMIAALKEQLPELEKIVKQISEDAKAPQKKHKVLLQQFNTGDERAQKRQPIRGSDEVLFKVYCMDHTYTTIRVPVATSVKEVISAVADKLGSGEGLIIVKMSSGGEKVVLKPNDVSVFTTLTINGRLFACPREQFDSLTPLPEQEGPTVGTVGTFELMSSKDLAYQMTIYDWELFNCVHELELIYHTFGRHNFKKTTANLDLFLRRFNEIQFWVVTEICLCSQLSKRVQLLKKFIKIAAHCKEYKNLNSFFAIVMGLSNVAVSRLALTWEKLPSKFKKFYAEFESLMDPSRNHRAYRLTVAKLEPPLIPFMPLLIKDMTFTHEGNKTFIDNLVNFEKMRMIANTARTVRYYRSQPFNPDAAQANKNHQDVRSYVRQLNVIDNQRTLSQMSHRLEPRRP
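Guanine nucleotide exchange by EPAC2 is measured as reduced fluorescence of BODIPY-GDP once it is released from 250 nM Rap1B. Plates are read kinetically for 30 min at room temperature; results are scaled to 6.5 mM cAMP.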
An asterisk follows results filed as active; i = inactive; ? = inconclusive; / = not tested or not shown; & = joins results of further samples; [ ] = dose if it differs, or a comment. Unless noted, calls come from the whole dose curve; as a rule, active = well fitted curve in the direction sought with a large enough effect; inconclusive = small, poorly fitted or top-dose-only effect, or another doubt; inactive = no such curve, though single readings can be large; an effect the other way counts as inactive or inconclusive.

The opening 2 records (preview)
The line under a structure holds: TGFb SMAD3 inh, A549 viability, ATXN viability, HepG2 viability, ATXN2 expr inh, Nrf2 activator, IL-2 act, Nrf2 block, EPAC2 agonist
> CCSc1nnc(NC(=O)CSc2nnc(CNC(=O)c3cc(OC)c(OC)c(OC)c3)o2)s1
    8%, 0%, i, 7%, -17%, 0.2%, -2.6, 0%, -9%
> O=C(CCCc1ccccc1)NCc1cccnc1
    10%, /, i, 1%, 10%, 2.1%, 0.6, 10%, 7%

All compounds of this part, from the start:
The line under a structure holds: TGFb SMAD3 inh, A549 viability, ATXN viability, HepG2 viability, ATXN2 expr inh, Nrf2 activator, IL-2 act, Nrf2 block, EPAC2 agonist
> CCSc1nnc(NC(=O)CSc2nnc(CNC(=O)c3cc(OC)c(OC)c(OC)c3)o2)s1
    8%, 0%, i, 7%, -17%, 0.2%, -2.6, 0%, -9%
> O=C(CCCc1ccccc1)NCc1cccnc1
    10%, /, i, 1%, 10%, 2.1%, 0.6, 10%, 7%
> Cc1ccc2c(CN3CCN(S(=O)(=O)c4ccc5c(c4)OCCO5)CC3)cc(=O)oc2c1C
    ?, -19%, i, -20%, ?, 0.6%, -2.2, 16µM*, 7%
> Cc1cc(C)n2c(=O)c3ccc(Cl)cc3nc2c1C#N
    -1%, 1%, /, -30%, -8%, 4.9%, 0.2, 8%, 10%
> Cn1ncc(Cl)c1C(=O)Nc1ccc(CN2CCCCC2)cc1
    12%, 1%, i, -8%, -3%, 0.2%, -2.1, 0%, 14%
> Cc1ccc(S(=O)(=O)N2[C@@H](c3ccc(Cl)c(Cl)c3)C(C(=O)O)=C[C@H]2C(C)(C)C)cc1
    ?, -9%, i, -30%, 9%, 0.2%, -0.3, ?, -10%
> Cn1cc(Cl)c(C(=O)Nc2nc3ccc([N+](=O)[O-])cc3s2)n1
    2%, 0%, i, -13%, 4%[11.3 µM], 1.8%, -3.7, ?, 4%
> CSCCNC(=O)c1ccc2nc(C3CCCCC3)oc2c1
    0%, 1%, i, 20%, 6%, 2.9%, 0.1, 6%, 4%
> CN(C(=O)c1ccno1)c1nnc(-c2cnccn2)s1
    -23%, -12%, i, -1%, 1%, -0.3%, 0.2, -14%, 0%
> CC(C)(C)NC(=O)C(c1ccco1)N(C(=O)Cn1nnc(-c2ccc(F)cc2)n1)c1cccc(F)c1 (centres undefined)
    -9%, 0%[1.84 µM], ?, -2%, -7%, -0.8%, -0.7, -8%, -15%
> Cc1cc2ccccn2c1C(=O)Nc1ccccc1
    -3%, 1%, i, -8%, 49%[activator], 13%, 2.1, ?, 0%
> C=CCN1C=CC(=O)CC1
    1%, -2%, i, 4%, 3%, 0.2%, -0.1, 5%, -4%
> COc1ccc(CC(=O)NC2CC2)cc1OC
    2%, -4%, i, -4%, /, -0.9%, -0.8, -21%, 5%
> O=C(NN1C(=O)C2C3c4ccccc4C(c4ccccc43)[C@@H]2C1=O)c1ccccc1 (some centres undefined)
    0%, 3%, i, -10%, -3%, 3.4%, -1.8, -14%, 7%
> Cc1cc(C(=O)Nc2sc3c(c2C#N)CCCC3)no1
    -5%, -14%, i, 1%, 40%[activator], -0.5%, 0.0, /, -1%
> CN(C)CCNc1nc(-c2ccccc2)nnc1C(F)(F)F
    11%, 1%, i, -10%, 1%, 0.1%, 0.7, -4%, 4%
> COc1ccc(C(c2nnnn2CC2CCCO2)N2CCN(c3ccccc3)CC2)cc1 (centres undefined)
    8%, -1%, i, 2%, ?, 0.6%, 3.0, /, -1%
> O=[N+]([O-])c1cc(S(=O)(=O)N2CCCC2)ccc1N/N=C/c1cccs1
    -18%, -17%, ?, -26%, -15%, 0.4%, -3.4, ?, 0%
> COc1cc(OC)c(NC(=O)CSC2=Nc3ccccc3N=C(c3ccc(F)cc3)C2)cc1Cl
    30%[activator], 1%, i, -2%, 4%, -0.8%, /, /, /
> NC(=O)c1cc(S(=O)(=O)NCc2ccc(Br)cc2)cs1
    2%&6%, 0%&16%, i, -5%&-17%, -4%&11%, -0.3%&0.3%, -0.2, 5%&2%, -2%
> Cc1cc(=O)oc(C)c1C(=O)Nc1ccc2nsnc2c1
    15%, 9%, i, 0%, 4%, 1.7%, 0.7, -1%, 7%
> CNc1nc(Oc2cccc(F)c2)c2sccc2n1
    17%, /, i, -1%, 0%, 4.5%, -0.2, /, 4%
> CCOC(=O)C1CCC(CN(Cc2c(Cl)cccc2Cl)S(=O)(=O)c2ccc(F)c(C)c2)CC1 (centres undefined)
    5%, 0%, /, 4%, /, -1.5%, /, /, /
> COc1ccc(-c2noc(-c3ccc(N4CCC(C)CC4)c([N+](=O)[O-])c3)n2)cc1OC
    4%, -17%, i, -6%, 5%, 0.0%, /, 21µM*, /
> CCOC(=O)c1sc2nccc(OC)c2c1N=CNOC
    2%, 0%, i, 0%, -19%, 2.3%, 3.9, -14%, 15%
> CC(=O)Nc1cccc(-c2ccnc3c2CC(C(=O)NCc2ccc(F)c(F)c2)O3)c1 (centres undefined)
    -9%, /, i, -3%, -6%, 0.7%, -0.5, /, 5%
> O=c1[nH]c(N2CCCCC2)nc2c1CCCC2
    -14%, 1%, i, -12%, 1%, -0.6%, 1.4, -19%, 1%
> COc1ccccc1N1C(=O)c2cccc3c(Cl)ccc(c23)C1=O
    ?, -3%, /, -20%, -47%, 8.3%, 0.1, -1%, 16%
> NNC(=O)c1nnn(-c2nonc2N)c1CN1CCCC1
    -2%, -1%, i, -2%, /, -0.3%, -0.1, 5%, 1%
> Cc1ccc(CSc2nnc(SCC(=O)N/N=C/C=C/c3ccco3)s2)cc1
    -19%, -2%, i, 1%, 7%, 16%, 1.6, 10%, -8%
> Cc1onc(C(=O)Nc2ccccc2C(F)(F)F)c1[N+](=O)[O-]
    -6%, 9%, i, -18%, /, 5.8%, -0.4, 1%, 11%
> CCCc1cc(=O)oc2c3c(c4c(c12)OC(C)(C)C=C4)OC(C)C(C)C3O (centres undefined)
    ?, -16%, ?, 7.9µM*, ?, -2.2%, -2.6, ?, 2%
> O=C(OC1CCCCC1)c1ccc(NC(=O)c2ccco2)cc1
    7%, ?, i, -21%, 73%[activator], 3.2%, 1.6, /, 8%
> Cc1ccc(C)c(N2CCN(C(=O)c3cc4c(=O)n(Cc5ccccc5)ccc4nc3C)CC2)c1
    10µM*, -12%, ?, -33%, ?, 0.6%, /, ?, /
> C[C@@H]1CN([C@@H](C)CO)C(=O)CCCn2nncc2CO[C@@H]1CN(C)S(=O)(=O)c1ccccc1F
    -1%, /, i, -2%, -5%, -0.6%, -0.5, /, 8%
> Cc1ccc(C)c(N2CCN(CCCNC(=O)Cn3ncc4c5ccccc5n(C)c4c3=O)CC2)c1
    13%, 0%, i, 14%, -6%, -0.4%, /, 1%, /
> CC1(C)Cc2cccc(OCC(=O)Nc3ccccc3C(F)(F)F)c2O1
    2%, 0%, i, -11%, 3%, 2.2%, -2.6, ?, -5%
> COc1cc(/C=C2\SC(N)=NC2=O)ccc1OCC(=O)Nc1ccc(C)cc1
    -2%, -2%, i, 1%, -3%, 2.0%, 1.3, ?, 3%
> O=C(Oc1nsnc1N1CCOCC1)c1ccccc1
    3%, 13%, i, -83%, 0%, -1.0%, -2.0, -11%, 9%
> O=C(Cn1ccc2ccccc2c1=O)NCC(=O)N1CCN(c2ccc(F)cc2)CC1
    13%, 3%, i, -4%, -22%, -0.7%, 3.8, ?, 6%
> CCOc1ccc(CCNC(=O)C2=C(C)C(=O)OC23CCCCC3)cc1
    /, -9%, /, -19%, /, -0.3%, /, -3%, /
> Cc1ccc(S(=O)(=O)N(CC(=O)NCC2CCCO2)Cc2cccc(C)c2)cc1 (centres undefined)
    ?, 1%, i, -24%, -8%, -0.6%, -4.6, -3%, 3%
> CCOc1cc(CNC(=O)c2ccccc2NC(=O)c2nsc3ccccc23)ccc1OC
    -7%, 0%, i, -14%, 8%, 14%, /, /, /
> Cc1nc2ccccc2c2c(N)c3ccccc3n12
    -6%, -10%, /, 4%, -20%, 3.9%, -0.8, 8%, 5%
> CC(=O)c1ccc(OCC(=O)c2cc(C)n(-c3ccc4c(c3)OCO4)c2C)cc1
    2%, 1%, i, -7%, -9%, 1.9%, -0.6, ?, -3%
> CC(=O)c1ccc(OCc2cc(C(=O)N3CC4C[C@@H]5CC3C[C@H](C4)C5)no2)cc1
    -1%, -2%, ?, -11%, 21%, 0.8%, -6.5, ?, 7%
> Cc1nc2nc(COc3ccccc3)[nH]n2c(=O)c1Cl
    -3%, 12%, i, -33%, -25%, -1.3%, -1.8, -16%, 8%
> Cc1ccc(OCC(=O)Nc2ccc(OCc3cc(=O)n4c(C)csc4n3)cc2)cc1C
    0%, 0%, /, 0%, /, 0.8%, /, 7%, /
> Nc1ccnn1-c1ccccc1
    0%, 0%, i, 1%, /, -0.3%, -1.7, 10%, 0%
> CCN(CC)C(=O)COc1ccc(-c2ccccc2)cc1
    -25%, -1%, i, -21%, 49%[activator], 0.3%, 1.3, ?, 3%
> COCc1cc(C)n(CC(=O)Nc2ccccc2OC)c(=O)c1C#N
    0%, 2%, i, -15%, -6%, 1.4%, 0.0, 6%, 7%
> COc1cc(NC(=O)Nc2nc(C(N)CCc3ccccc3)cs2)cc(OC)c1OC (centres undefined)
    ?, /, ?, -89%, ?, -3.5%, -0.6, /, 2%
> C=CSc1sc(Cl)c(N(CC)CC)c1[N+](=O)[O-]
    -2%, 1%, i, -7%, -29%, 1.9%, 2.3, 3%, 7%
> CC1=C(C(=O)Nc2cc(Cl)ccc2C)C(c2ccco2)n2ncnc2N1 (centres undefined)
    5%, 1%, i, -10%, -23%, -0.3%, /, /, /
> Cc1ccc2cc3c(N)c4c(C)ccc(C)c4nc3nc2c1
    -6%, -1%, i, -5%, /, 8.1%, -0.6, ?, 1%
> Cc1ccc(NCc2nc3ccccc3n2CCOc2ccccc2C)cc1
    ?, -12%, ?, -60%, -23%, 4.4%, /, 28%[9.27 µM], /
